# E coli Lon inh – inhibitors of E. coli Lon protease | P0A9M0 | purified E. coli Lon protease, fluorescence polarization | inhibition, % at 7.94 µM | 0.42% of 360,000 active; in the data active = inhibition above about 13%, passing the limit was not always enough;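 note: 0% = enzyme with probe and DMSO and 100% = no enzyme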
# MsrA act – bovine methionine sulfoxide reductase A activation; 0.3% of 360,000 active; purified bovine MsrA, absorbance read-out; activation, % at 10.6 µM; in the data active = activation above about 7.5%;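 note: 0% = vehicle and 100% = reference activator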
# Rin1 Abl inh – human Rin1-Abl interaction inhibition; P00519+Q13671; TR-FRET Rin1/Abl binding, biochemical; inhibition, % at 7.35 µM; 0.4% of 360,000 active; AID 588664; in the data active = inhibition above about 5%, passing the limit was not always enough
# MsrA inhibitor – inhibitors of bovine MsrA; purified bovine MsrA, absorbance read-out; inhibition, % at 15.5 µM; 0.75% of 360,000 active; AID 651718; in the data active = inhibition above about 4.5%;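 note: 0% = vehicle wells with enzyme and 100% = reference inhibitor wells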
# CSN inh – inhibitors of human CSN-mediated cullin deneddylation | 0.38% of 360,000 active | inhibition, % at 12.5 µM | Q92905 | Purified CSN, SCF-Nedd8-OG deneddylation, fluorescence polarization | AID 651999;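 active = pattern-corrected inhibition above about 35%, with an unprinted fluorescence ratio check between 0.5 and 1.5, limit read from the data, passing the limit was not always enough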;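 note: 0% = enzyme with substrate and 100% = substrate without enzyme; some results filed as inactive read as strong as hits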
# Target sequence (Q92905 whole entry, looked up, one chain of several): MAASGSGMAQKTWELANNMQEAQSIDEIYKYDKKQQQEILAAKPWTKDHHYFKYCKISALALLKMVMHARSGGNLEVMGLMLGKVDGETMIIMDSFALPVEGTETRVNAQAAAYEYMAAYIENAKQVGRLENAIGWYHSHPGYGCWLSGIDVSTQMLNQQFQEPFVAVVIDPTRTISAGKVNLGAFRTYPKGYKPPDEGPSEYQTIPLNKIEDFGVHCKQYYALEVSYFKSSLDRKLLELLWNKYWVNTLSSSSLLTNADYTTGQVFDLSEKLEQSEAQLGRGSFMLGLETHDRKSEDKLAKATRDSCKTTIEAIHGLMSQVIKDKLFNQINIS
#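 assay system = purified human Csn5 enzyme expressed in HEK293T cells | amount = 0.24 nM enzyme | buffer or medium = Tris/NaCl/DTT buffer, pH 7.5 | reagent = 10 nM SCFSkp2-Nedd8OG | compound = one concentration, 12.5 µM, 0.25% DMSO | times = 90 min reaction at room temperature | signal = FP | read-out basis = % inhibition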
# PABP1 MLLE inh – inhibitors of microRNA-mediated deadenylation, human PABP1 MLLE binding. P11940. inhibition, % at 20 µM. 0.36% of 360,000 active. GST-MLLE / FITC-PAM2 fluorescence polarization. AID 588489; in the data active = inhibition above about 35%, passing the limit was not always enough;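 note: plate controls were DMSO wells with GST-MLLE for no effect and wells lacking GST-MLLE protein for full effect; some results filed as inactive read as strong as hits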
# Target sequence (P11940 whole entry, looked up): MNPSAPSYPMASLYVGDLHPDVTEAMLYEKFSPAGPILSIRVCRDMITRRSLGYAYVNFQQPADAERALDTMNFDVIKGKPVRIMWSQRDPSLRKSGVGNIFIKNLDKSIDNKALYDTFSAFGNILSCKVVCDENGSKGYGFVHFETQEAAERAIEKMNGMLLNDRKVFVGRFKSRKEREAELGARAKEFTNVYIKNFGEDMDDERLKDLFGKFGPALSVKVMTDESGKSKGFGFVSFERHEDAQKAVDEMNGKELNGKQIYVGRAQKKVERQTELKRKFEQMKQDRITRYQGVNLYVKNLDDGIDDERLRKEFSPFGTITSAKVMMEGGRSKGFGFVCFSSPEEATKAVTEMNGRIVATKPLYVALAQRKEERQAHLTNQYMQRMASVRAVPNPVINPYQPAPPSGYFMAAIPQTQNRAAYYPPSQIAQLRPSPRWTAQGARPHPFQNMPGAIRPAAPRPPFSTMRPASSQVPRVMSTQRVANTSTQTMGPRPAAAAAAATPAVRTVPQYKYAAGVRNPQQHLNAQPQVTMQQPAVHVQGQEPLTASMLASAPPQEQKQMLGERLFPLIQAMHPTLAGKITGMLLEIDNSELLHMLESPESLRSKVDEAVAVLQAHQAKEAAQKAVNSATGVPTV
# MT1-MMP act inh – blocks activation of human MT1-MMP; P50281; HT1080 RFP-PRO-GFP cells, GFP/RFP ratio fluorescence, overnight; percent of plate control window, DMSO zero; GFP/RFP ratio change, % at 20 µM; 0.061% of 360,000 active; AID 651647;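 active = GFP/RFP ratio change of at least 30% with cell ATP level not reduced by more than half and red fluorescence within 50% of control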; note: strong numbers were not always called active
#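 Assay system: HT1080 RFP-PRO-GFP cells. Benchmarks: DMSO vehicle wells and RFP-L50D-GFP reporter cell wells. Times: overnight cell settling, then overnight compound exposure, 37 °C, 5% CO2. Compound: 20 µM single dose, 1% DMSO. Read-out basis: GFP/RFP fluorescence ratio.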
# FAS-TE inh – FAS thioesterase (human) inhibition; 0.67% of 360,000 active; AID 602261; inhibition, % at 15 µM; P49327; recombinant FAS-TE, OMFH fluorogenic substrate, fluorescence endpoint;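 active = compounds whose normalised, plate-corrected inhibition of enzyme fluorescence in the single-dose primary screen is 50% or more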;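 note: 0% = DMSO with enzyme and 100% = substrate without enzyme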
# Rpn11 inh – inhibitors of human proteasome Rpn11. O00487. human 26S proteasome, Ub4-pepOG fluorescence polarization; 20S core pre-blocked with epoxomicin. calls only at 20 µM. 0.59% of 360,000 active. AID 588493;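 active = inhibition at 20 µM, scaled to each plate's controls, above about 33%, limit read from the data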
# Active calls of the source: *; i = inactive; & = joins results of further samples.
structure	E coli Lon inh	MsrA act	Rin1 Abl inh	MsrA inhibitor	CSN inh	PABP1 MLLE inh	MT1-MMP act inh	FAS-TE inh	Rpn11 inh
COc1ccc(S(=O)(=O)CCC(=O)NCCc2ccc(Cl)cc2)cc1	-12.7	-8.8	2.8	0.2	-2.7	-28.1	2.2	-2.5	i
O=C(CNC(=O)c1ccco1)NCC(=O)OCc1c(F)cccc1Cl	5.4	-5.1	1.2	0.2	3.5	4.6	-1.6	-6.5	i
COc1ccc(OC)c(NC(=O)COC(=O)Cc2ccc(Br)cc2)c1	7.1	-3.6	2.2	0.7	4.6	11.5	2.7	21.7	i
CC(CC(=O)N(C)c1c(N)n(Cc2ccccc2)c(=O)[nH]c1=O)c1ccccc1 (configuration not stated)	1.9	-2.7	1.6	-1.5	-3.8	-6.3	-12.1	-2.2	i
Cc1ccccc1OCC(=O)NNC(=O)c1ccoc1C	-2.5	3.8	2.6	0.0	-1.1	-29.6	-1.8	-0.5	i
COC(=O)c1cc2oc3ccccc3c2n1Cc1ccccn1	6.2	0.9	-5.2	0.9	6.3	6.9	-1.0	4.4	i
O=C(CSc1nnc(-c2ccccc2F)n1C1CC1)Nc1ccc2[nH]c(=O)[nH]c2c1	-7.5	-2.2	0.3	-0.4	-0.8	1.3	-6.8	-2.4	i
Clc1ccc(CN2CCCCCCC2)cc1	3.5	-4.2	1.8	-0.1	-13.3	5.2	1.9	-8.0	i
CCn1c(COc2ccccc2C)nc2ccccc21	7.4	0.3	-1.8	-0.5	-2.3	-5.3	-1.9	1.1	i
Cc1cccc(Nc2nc3c(s2)CCCC3)c1	-7.5	-6.8	-4.5	1.3	0.5	-58.0	6.7	3.4	i
Oc1c(C=C2N=c3ccccc3=N2)sc(=S)n1C1CCCCC1	4.2&-2.0	-0.2&-2.0	-2.8&-0.1	-0.6&0.0	-3.5&-13.0	-3.9&3.3	7.9&4.4	-5.5&-7.5	i
O=C(CCCN=C1NS(=O)(=O)c2ccccc21)OCC(=O)c1ccc(F)cc1	-5.1	-5.8	2.1	2.9	2.7	-27.7	1.8	0.7	i
COC(=O)C1(C)CCc2cc(OC)ccc2C1=O (configuration not stated)	-0.8	0.5	-0.3	0.8	-0.5	2.8	-4.5	-7.1	i
COc1ccc(N2CC(C(=O)Nc3ccc(S(=O)(=O)Nc4nccs4)cc3)CC2=O)c(OC)c1 (configuration not stated)	-9.8	-3.8	-0.6	0.8	1.8	26.0	-4.0	-2.8	i
COc1cccc(NS(=O)(=O)c2ccc3c(c2)NC(=O)C(C)C(=O)N3)c1 (configuration not stated)	-1.8	0.4	-1.9	0.1	6.0	-4.7	-0.2	-7.6	i
COc1ccc(C(CNC(=O)COc2ccc(Br)cc2F)N2CCCC2)cc1 (configuration not stated)	-6.8	-2.2	0.2	0.2	8.9	12.8	2.9	1.8	i
Cc1ccc(NC(=O)C(C)OC(=O)CCC2CCCCC2)cc1 (configuration not stated)	5.4	0.5	-1.0	-0.2	-0.3	-11.7	-2.3	24.3	i
Nc1ccccc1SCC(=O)Nc1ccc2c(c1)OCO2	-3.1	-5.2	-0.7	-0.3	-0.9	7.2	2.6	-7.8	i
CC1CN(Cc2c(O)ccc3c2oc(=O)c2ccccc23)CC(C)O1 (configuration not stated)	-5.4	-11.5	-5.4	2.8	-1.1	1.3	5.0	-3.6	i
CC(C)(C)Oc1ncc(Br)c(OC(C)(C)C)n1	-7.6	-2.5	0.6	0.1	-3.0	4.4	-4.3	-10.1	i
O=C1C=C(Nc2ccc(Cl)cc2)CC(c2ccc(Cl)cc2)C1 (configuration not stated)	-1.6	-0.6	0.8	-0.1	1.6	-3.1	-1.9	7.4	i
CC1CCCN(C(=O)c2ccc3c(c2NCCO)C(=O)c2ccccc2C3=O)C1 (configuration not stated)	-6.3	-3.6	-24.2	0.0	11.7	-7.1	26.7	30.2	i
CCN1C(=O)C(O)(C2COC(C)(C)CC2=O)c2ccccc21 (configuration not stated)	2.6	-4.5	-0.5	0.5	-2.2	4.8	3.1	-4.3	i
C/C(=N\NC(=O)CSc1nnc(C)s1)c1ccc(Cl)cc1	-7.4	-4.1	0.3	0.2	-3.4	27.3	4.1	-5.9	i
O=C(NC1CCCN(CCc2ccccc2)C1)c1c(F)cccc1F (configuration not stated)	-3.8	-2.3	-3.1	-0.9	3.1	1.7	0.0	-0.8	i
CCC(=O)c1ccc(SC(=O)N(C)C)cc1O	6.0	-1.7	1.2	0.2	-5.1	2.7	1.9	-0.6	i
CCOC(=O)c1c(C)nsc1NCc1ccccc1	2.7	-3.9	-0.4	2.0	-0.2	36.9	-1.8	10.9	i
Clc1ccccc1Cn1nnc2c(NCC3CC3)ncnc21	-0.9	-6.3	-1.4	0.4	3.2	6.4	1.7	-5.0	i
CCCCn1c(N)c(N(CCOC)C(=O)COc2c(C)cccc2C)c(=O)[nH]c1=O	2.2	0.4	0.7	0.8	4.3	-78.9	-0.1	-6.6	i
Cc1cc(C)nc(CCNC(=O)C2CCC(=O)N(Cc3ccccc3F)C2)n1 (configuration not stated)	-1.6	-3.6	-0.7	0.3	2.0	0.3	-0.7	-3.2	i
COc1ccc(CN2CCNC(=O)C2CC(=O)NCc2cccc(C)n2)c(OC)c1 (configuration not stated)	6.1	-6.5	1.2	-1.0	1.6	1.9	3.4	-5.8	i
CCCCn1c(N)c(N(CC(C)C)C(=O)CC2OC(=O)c3ccccc32)c(=O)[nH]c1=O (configuration not stated)	-6.1	-5.0	3.0	2.0	-1.1	0.0	-1.5	1.9	i
CC1CCc2sc3c(c2C1)c1ncnn1c(=O)n3CC(=O)c1ccc(Br)cc1 (configuration not stated)	-0.6	-11.1	-1.3	0.1	4.1	-20.0	-6.2	0.0	i
CCOC(=O)C1CCN(C(=O)CNC(=O)c2nn(-c3ccc(OC)cc3)c(=O)c3ccccc23)CC1	0.2	-5.3	-1.4	-0.1	0.5	13.4	0.3	-3.3	i
Cc1ccc(NC(=O)CCNS(=O)(=O)c2ccc(OC(F)(F)F)cc2)c(O)c1	0.0	-1.8	-0.4	-0.6	5.3	-6.8	3.7	-3.2	i
CN(C)[C@@H](CO)c1nnc([C@H](CCC(=O)O)NC(=O)C2CCNCC2)o1	-7.4	-3.5	3.1	0.1	0.1	11.2	-2.7	-12.0	i
CN(c1ccccc1)S(=O)(=O)c1ccc(C(=O)OCC(=O)N2CCOCC2)cc1	-7.1	-1.8	0.6	-0.4	3.9	-26.2	1.0	-8.6	i
Cc1cccc(Nc2nnc(SCC(=O)Nc3cccnc3Cl)s2)c1	-28.7	-1.7	-2.1	1.6	4.2	-39.6	4.9	0.2	i
COc1cc(N)c(Cl)cc1C(=O)OCC(=O)NC(=O)NCc1ccco1	-9.2	-8.2	1.8	0.6	1.9	-2.5	-0.6	-0.2	i
Cc1ccc(C(=O)CN2C(=O)NC3(CCCCC3C)C2=O)s1 (configuration not stated)	-0.6	-3.5	3.6	1.6	0.5	-9.8	-0.8	0.2	i
COc1ccc2c(c1)SCCC2=O	-3.1	4.0	-3.9	1.8	7.2	-6.5	1.0	-0.6	i
COc1ccc(CNC(=O)c2cc(-c3ccco3)on2)cc1	-12.0	21.9*	-0.5	0.9	1.6	5.5	1.5	-0.3	i
CN(C(=O)CN1CCN(c2cc(-c3cccc4oc5ccccc5c34)ncn2)CC1)c1ccccc1	-0.1	-2.1	1.3	-0.2	4.0	-0.8	1.7	1.7	i
O=C(OCC(O)C1OC(c2ccccc2)OC(COC(=O)c2ccccc2)C1O)c1ccccc1 (configuration not stated)	5.6	-0.4	2.4	-0.6	6.2	0.2	2.3	7.1	i
CCCCCC(=O)Nc1ccc(-c2cn3cccnc3n2)cc1	-4.9	-4.0	-4.4	0.2	-0.8	9.9	4.0	-7.8	i
CNC(=S)N1CCN(C(c2ccccc2)c2ccccc2)CC1	7.5	-1.9	-1.1	1.6	-5.4	-124.2	-2.9	3.6	i
COc1ccc(-c2[nH][nH]c(=O)c2NC(=O)c2ccc(C)cc2)cc1	-3.8	-0.8	3.6	-0.9	0.6	0.6	0.9	-1.4	i
O=C(c1c[nH]c2ccccc12)N1CCN(Cc2ccccc2)CC1	0.6	-1.4	3.1	0.5	-4.1	-1.9	-3.2	-2.2	i

# Not a retest: entries from further up.
structure	E coli Lon inh	MsrA act	Rin1 Abl inh	MsrA inhibitor	CSN inh	PABP1 MLLE inh	MT1-MMP act inh	FAS-TE inh	Rpn11 inh
COc1ccc(-c2[nH][nH]c(=O)c2NC(=O)c2ccc(C)cc2)cc1	-3.8	-0.8	3.6	-0.9	0.6	0.6	0.9	-1.4	i
O=C(c1c[nH]c2ccccc12)N1CCN(Cc2ccccc2)CC1	0.6	-1.4	3.1	0.5	-4.1	-1.9	-3.2	-2.2	i

# Other structures
structure	E coli Lon inh	MsrA act	Rin1 Abl inh	MsrA inhibitor	CSN inh	PABP1 MLLE inh	MT1-MMP act inh	FAS-TE inh	Rpn11 inh
Cc1ccc(NS(=O)(=O)c2ccc(CCC(=O)NCc3ccccn3)cc2)cc1	6.3	-5.0	2.3	0.1	1.9	-5.2	-5.7	-6.0	i
CN(C(=O)/C=C/c1ccc([N+](=O)[O-])s1)c1ccccc1	-10.8	-8.5	-0.1	0.8	-0.8	-0.5	-12.9	-5.0	i
O=Cc1cn(CC(=O)N2CCc3ccccc32)c2ccccc12	-13.2	-2.5	-0.1	-0.3	1.4	-10.4	-7.8	3.4	i
CCCc1nc(SCC(=O)c2ccccc2)c2c(=O)n(C)c(=O)n(C)c2n1	-9.7	6.9	-2.2	0.6	1.0	1.6	1.8	16.7	i
NS(=O)(=O)c1ccc(NC(=O)Cn2nc(C(=O)O)c3ccccc3c2=O)cc1	1.6	-2.5	0.5	-0.6	-8.9	-10.2	1.6	-4.2	i
O=C1C=CC(=NN=C(c2ccccc2)c2ccccc2)C=C1	-9.8	-4.7	3.7	1.3	-1.2	1.4	2.0	24.4	i
CCC/C=C/c1ccc(CN2C(CC(C)C)C(=O)N(Cc3cn(CCC4OCCCO4)nn3)CCS2(=O)=O)cc1 (configuration not stated)	8.4	0.8	0.0	-0.9	-5.1	-8.0	2.5	16.6	i
O=C(CN1c2cccc3cccc(c23)S1(=O)=O)Nc1c(F)c(F)c(F)c(F)c1F	9.1	-9.5	3.4	0.2	-0.4	8.3	-1.4	-10.4	i
O=C(N[C@@H](Cc1ccc(O)cc1)C(=O)O)c1ccc(C(F)(F)F)cc1	-4.0	1.9	1.4	-0.3	0.2	16.6	1.7	-15.7	i
CCCCSc1nnc(-c2ccccc2N)c(=O)[nH]1	-6.0	-2.1	-1.8	1.3	7.1	0.3	3.2	-1.2	i
CCOC(=O)c1cc(CC)sc1NC(=O)CC1SC(N)=NC1=O (configuration not stated)	-5.2	-3.7	0.7	0.5	0.5	0.1	-3.2	-6.6	i
O=C(NNC(=O)C1CC1)c1cc(Cl)nc2ccccc12	-2.8	-4.0	1.5	-0.8	-1.9	-8.6	-2.6	-6.4	i
COC(=O)CCC(=O)N1CCCC(CNS(=O)(=O)c2ccc(OC)cc2)C1 (configuration not stated)	-4.9	-3.0	-0.7	-0.3	2.1	9.5	0.7	-4.6	i

# Screening data: PubChem, several laboratories
